Jurkat viability – cytotoxicity toward Jurkat T cells, primary screen, cytotoxicity control, cell-based, Jurkat E6.1, 60K MLSMR library; Jurkat E6.1 viability, ATP luminescence, 48 h; AID 463, 2006; inhibition, % at 4 µM; 56,000 tested, 1.2% active;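 active = inhibition above the mean inhibition of all tested compounds plus 3 SD, cut at about 28% in these data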
D1 mod – D1 CRE-luciferase signal change, two-sided – cell-based, HEK293 D1, dopamine EC30, D1 allosteric modulator project, primary screen. D(1A) dopamine receptor (Homo sapiens), P21728. dopamine EC30 potentiation; actives deviate in either direction. B-score at 10 µM. 58,000 tested, 5.9% active;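 active = luminescence count or its row- and column-corrected plate score outside the 99.7% band of the plate's sample wells, on either side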
SF1 activator – activators of human SF-1, primary screen, cell-based, CHO-K1, Gal4-SF-1 LBD, luciferase luminescence | Steroidogenic factor 1 (Homo sapiens), Q13285 | CHO-K1 Gal4-SF-1 LBD luciferase reporter; % increase over DMSO SF-1-specific signal | activation, % at 10 µM | 65,000 tested, 1.9% active | AID 522, 2006;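 active = activation above the mean activation of all tested compounds plus 3 SD, cut at about 50% in these data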
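Test system: CHO-K1 cells co-transfected with Gal4 DBD–human SF-1 LBD, 5xGal4 luciferase reporter. Quantity: 4,000 cells per well. Compound: 10 µM only. Incubation: compound added 1 h post-seeding, 20 h exposure at 37 °C, 5% CO2. Detection: SteadyLite luciferase luminescence. Replication: one test per compound.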
tolC growth inh – growth inhibitors of E. coli tolC mutant, primary screen, strain BW25113 ΔtolC::kan, 384-well; OD615; growth inhibition, % at 10 µM (by protocol); 65,000 tested, 2.2% active; AID 573, 2007;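 active = growth inhibition at or above a cutoff equal to the mean over every tested compound plus 3 SD, cut at about 60% in these data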;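 note: growth measured after 20 h incubation at 37 °C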
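Material: E. coli BW25113 ΔtolC::kan, tolC deletion mutant strain. Measure: percent growth inhibition. Schedule: 37 °C, 20 h exposure. Doses: single-point testing at 10 µM. Signal: A615 absorbance measurement. Buffer or medium: kanamycin-containing LB broth (50 µg/mL).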
M1 agonist – M1 muscarinic receptor agonists, primary screen, CHO-M1 cells, Fluo-4 calcium, agonist mode; B-score at 10 µM; Muscarinic acetylcholine receptor M1; Fluo-4 calcium fluorescence; hits give high values; 64,000 tested, 3% active;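 active = fluorescence rise, raw or as B-score row- and column-corrected plate score, outside the 99.7% band of its plate's samples, either direction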
TNAP act mid DEA – human TNAP enzyme activators, primary screen, biochemical, luminescent, intermediate phosphate acceptor level. Alkaline phosphatase, tissue-nonspecific isozyme (Homo sapiens), P05186. 64,000 tested, under 10 active. activation factor at 20 µM. purified TNAP, CDP-star luminescence, 100 mM DEA, 30 min; hits give high values; scale: 0 levamisole-inhibited, 1 vehicle-only enzyme;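 active = activation factor of at least 2 at 20 µM, relative to controls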
Target sequence (P05186 whole entry, looked up): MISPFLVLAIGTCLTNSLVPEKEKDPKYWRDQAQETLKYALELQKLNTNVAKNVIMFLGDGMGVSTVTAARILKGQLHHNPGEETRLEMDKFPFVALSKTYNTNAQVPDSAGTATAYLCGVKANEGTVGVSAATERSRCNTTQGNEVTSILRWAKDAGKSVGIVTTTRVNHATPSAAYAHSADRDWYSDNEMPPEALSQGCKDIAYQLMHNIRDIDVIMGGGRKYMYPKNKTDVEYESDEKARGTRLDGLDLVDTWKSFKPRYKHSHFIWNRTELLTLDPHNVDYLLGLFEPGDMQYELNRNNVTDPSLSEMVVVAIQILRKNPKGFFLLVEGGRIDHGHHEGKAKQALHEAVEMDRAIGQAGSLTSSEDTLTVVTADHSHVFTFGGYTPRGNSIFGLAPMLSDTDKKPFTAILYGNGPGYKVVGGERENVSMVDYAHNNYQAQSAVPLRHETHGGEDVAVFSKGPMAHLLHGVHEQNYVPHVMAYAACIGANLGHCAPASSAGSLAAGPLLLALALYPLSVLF
HEK293 NFkB inh – inhibitors of PMA/ionomycin-induced NF-kB reporter, primary screen, antigen receptor NF-kB inhibitor project, cell-based, HEK-293 luciferase reporter, luminescence. HEK-293 NF-kB luciferase reporter. inhibition, % at 3 µM. 62,000 tested, 0.21% active. AID 465, 2006;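 active = inhibition above the mean of all tested compounds plus 3 SD, cut at about 40% in these data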;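 note: 0% = stimulated DMSO wells and 100% = 10 µM reference inhibitor 5653914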
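Signal: luciferase luminescence; Material: HEK-293 cells with stable firefly luciferase reporter driven by four HIV NF-kB elements; Probe or stimulus: PMA with ionomycin; Replication: tested once; Times: 1 h compound pretreatment, then 16 h stimulation at 37 °C, 5% CO2; Benchmarks: DMSO and 10 µM reference inhibitor; Evaluation: per-plate % inhibition versus controls.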
M1 antagonist – antagonists of rat M1 muscarinic receptor; Muscarinic acetylcholine receptor M1 (Rattus norvegicus), P08482; CHO-M1 cells, Fluo-4 calcium, ACh EC80 antagonist mode; hits give low values; B-score at 10 µM; 64,000 tested, 3.4% active; AID 628, 2007;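 active = calcium fluorescence response, raw or row-and-column corrected B-score, differing from the plate sample mean either way at a set confidence level, mostly lower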
Target sequence (P08482 whole entry, looked up): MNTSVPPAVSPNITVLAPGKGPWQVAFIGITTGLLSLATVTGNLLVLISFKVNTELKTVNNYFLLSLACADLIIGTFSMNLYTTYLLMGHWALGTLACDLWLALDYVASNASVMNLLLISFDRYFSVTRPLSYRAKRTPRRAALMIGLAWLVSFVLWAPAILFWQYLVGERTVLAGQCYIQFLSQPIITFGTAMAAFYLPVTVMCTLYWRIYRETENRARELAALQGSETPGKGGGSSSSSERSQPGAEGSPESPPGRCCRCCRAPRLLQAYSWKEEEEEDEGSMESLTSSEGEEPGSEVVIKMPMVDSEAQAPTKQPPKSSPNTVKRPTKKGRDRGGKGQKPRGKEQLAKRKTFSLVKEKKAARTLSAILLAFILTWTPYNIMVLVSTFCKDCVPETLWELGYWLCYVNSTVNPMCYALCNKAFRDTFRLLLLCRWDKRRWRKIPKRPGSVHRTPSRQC
NADH enzymes – inhibitors of PK/LDH coupling enzymes, profiling panel, artefact control, biochemical, MLSMR library | coupled PK/LDH NADH assays, four targets | IC50, µM (doses to about 10 µM), without a hit: top-dose inhibition | 65,000 tested, 0.02% active;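 active = single-dose screening hits from any of four coupled enzyme assays that gave an IC50 when retested across doses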;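 note: the DPM-DC format reads NADH fluorescence rather than 340 nm absorbance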
An asterisk follows results filed as active; . = no result given; [ ] = remark or other dose.

SMILES	Jurkat viability	D1 mod	SF1 activator	tolC growth inh	M1 agonist	TNAP act mid DEA	HEK293 NFkB inh	M1 antagonist	NADH enzymes
CC1CCCC(C)N1C(=O)CSc1nnnn1Cc1ccccc1 (configuration not stated)	-3	6.1*	8	11	0.48	0.8	14	-0.57	5%
Cc1ccc(C(c2sc3nc(C)nn3c2O)N2CCN(c3ccc(F)cc3)CC2)cc1 (configuration not stated)	-1	-1.2	6	11	1.2	1	24	0.5	5%
Cc1c(C(=O)NC2CCCCC2)oc2c1C(=O)CC(C)(C)C2	4	0.27	19	14	-0.15	1	5	1.3	5%
CC(c1ccccc1)N1C(=O)c2ccc(C(=O)NCc3ccco3)cc2C1=O (configuration not stated)	0	-0.11	26	28	-0.26	0.9	11	0.13	2%
O=C(c1cc2ccccc2oc1=O)N1CCN(Cc2ccc3c(c2)OCO3)CC1	-3	-0.86	1	9	0.13	0.9	6	-0.65	3%
O=C1CC(c2ccccc2)Cc2nc(N3CCc4ccccc43)ncc21 (configuration not stated)	-3	0.11	-2	-14	-0.63	0.9	6	-0.064	4%[fluoresces]
COC(=O)CCC(=O)Nc1sc(C)c(C)c1C(N)=O	1	.	-4	-6	-0.064	0.9	10	0.91	4%
O=C(C1CCCN(S(=O)(=O)Cc2ccccc2)C1)N1CCCCC1 (configuration not stated)	-10	.	-12	-11	-0.27	0.9	1	-0.19	5%
COc1ccc(N(C)C(=O)CCS(=O)(=O)c2cccc3nonc23)cc1	.	0.027	4	1	0.0029	0.9	14	-0.1	1%
O=S(=O)(c1ccc(S(=O)(=O)N2CCN(C3CCCCC3)CC2)cc1)N1CCCCCC1	-2	-0.27	-12	-13	-0.02	0.8	12	0.012	6%
N#CC1=C(N)Oc2n[nH]c(-c3ccc(F)cc3)c2C1c1ccncc1 (configuration not stated)	7	-0.1	12	-14	0.37	0.9	2	0.25	4%
Cc1ccc(S(=O)(=O)N2CCN(S(=O)(=O)N3CCCCC3)CC2)c(C)c1	-2	1.2	-10	8	-0.012	0.9	10	-0.26	1%
O=C(NCC1CCCO1)c1cc2ccccc2[nH]1 (configuration not stated)	0	0.01	13	0	.	0.9	5	.	4%
CCCCc1nc(NCCNC(=O)c2ccco2)c(C#N)c2c1CSC(C)(C)C2	.	1.3	-10	3	-0.05	0.9	.	0.22	4%[fluoresces]
CCN(CC)CCNC(=O)c1cn(CC)c2ccc(S(=O)(=O)N(C)C)cc2c1=O	0	-1	3	-3	0.13	1	13	-0.31	1%
O=C1C(C=NCc2ccco2)=C(O)c2ccccc21	1	-1.4	48	-6	-0.56	0.9	-38	0.05	9%
COc1ccc(-n2c(Cc3cccn3C)nnc2SCC(=O)NC2CCCC2)cc1	8	0.56	9	1	-0.29	1	-11	0.13	2%
CCCCC(CC)C(=O)NCCc1ccc(S(N)(=O)=O)cc1 (configuration not stated)	-10	0.093	4	-4	0.017	0.9	13	0.099	11%
O=C(c1coc(=O)c(Br)c1)N1CCOCC1	.	-0.12	-7	4	0.39	1	.	0.14	6%
CC(C)(C)OC(=O)N1CCC[C@H]1C(=O)NCC1CCC(C(=O)O)CC1 (some centres not stated)	-11	0.095	-8	-34	0.05	1	2	-0.087	4%
Cc1cc(OCC(=O)NCCO)ccc1Cl	-3	-0.81	0	-18	0.53	0.9	19	-0.0059	3%
CCCCCC1CC(=O)N(Cc2ccc(Cl)cc2)C(=O)N1 (configuration not stated)	8	-1.7	-13	14	-0.74	0.9	13	-0.76	0%
O=C(CCCCCn1c(=O)[nH]c2ccsc2c1=O)N1CCCCC1	.	0.26	-3	7	-0.71	0.8	7	0.033	2%
O=C1Nc2ccccc2C12OCCCCO2	4	-1.1	-4	-6	0.11	0.9	18	0.59	7%
CC(C)CCN1CCNC(=O)C1CC(=O)Nc1ccc(F)cc1 (configuration not stated)	-4	0.98	-23	-15	-0.94	1	14	1.2	7%
CCNc1nc(OC)nc(SCC(N)=O)n1	-2	0.59	8	-8	0.044	1	5	1	3%
CC1=NC2(CCCc3c2no[n+]3[O-])N(O)C1(C)C (configuration not stated)	12	.	2	-2	-0.3	1	-4	-0.84	0%
Cc1ccc(SC(C)C(=O)N2CCCC2)cc1 (configuration not stated)	-1	1.6	-1	-5	0.61	0.9	6	-0.27	4%
O=C(COc1ccc(S(=O)(=O)NCCc2ccccc2)cc1)N1CCCC1	4	-0.034	-19	-2	-0.62	0.9	10	0.065	2%
CCOCCCNC(=O)N[C@@H](C)C(=O)OC	4	1.4	-2	-25	-1.2	0.9	-1	-0.0021	2%

Of the compounds above, 4 contain an aryl thioether with sulfur outside any ring:
SMILES	Jurkat viability	D1 mod	SF1 activator	tolC growth inh	M1 agonist	TNAP act mid DEA	HEK293 NFkB inh	M1 antagonist	NADH enzymes
CC1CCCC(C)N1C(=O)CSc1nnnn1Cc1ccccc1 (configuration not stated)	-3	6.1*	8	11	0.48	0.8	14	-0.57	5%
COc1ccc(-n2c(Cc3cccn3C)nnc2SCC(=O)NC2CCCC2)cc1	8	0.56	9	1	-0.29	1	-11	0.13	2%
CCNc1nc(OC)nc(SCC(N)=O)n1	-2	0.59	8	-8	0.044	1	5	1	3%
Cc1ccc(SC(C)C(=O)N2CCCC2)cc1 (configuration not stated)	-1	1.6	-1	-5	0.61	0.9	6	-0.27	4%

Continued:
SMILES	Jurkat viability	D1 mod	SF1 activator	tolC growth inh	M1 agonist	TNAP act mid DEA	HEK293 NFkB inh	M1 antagonist	NADH enzymes
Cc1cc(NC(=O)CSc2nnc(-c3ccoc3C)n2N)no1	2	0.099	-5	-13	-0.077	1	24	-0.077	1%
CCC(Sc1nc(-c2ccccc2)c(C#N)c(=O)[nH]1)C(=O)Nc1cc(C)on1 (configuration not stated)	-4	0.53	3	5	-0.2	0.9	10	-0.0098	1%
O=C(c1ccccc1)c1ccc(N2CCOCC2)c(F)c1	2	-1.1	46	3	-0.38	0.9	-13	0.00084	2%
Cc1occc1C(=O)NC(C)C1CCCO1 (configuration not stated)	6	-0.058	-4	-14	-0.24	1	10	0.19	6%
CCOC(=O)Nc1ccc(C(N)=O)cc1	-2	0.89	29	-14	0.039	1	-4	-0.088	5%
Cc1oc2cc(OCC(=O)O)ccc2c(=O)c1Oc1ccccc1	.	0.53	3	-16	0.49	0.9	18	0.068	2%
Cc1[nH]c2ccccc2c1Cc1nnc(SCC(N)=O)o1	-2	0.016	14	-5	1.5	1	32	0.67	0%
O=C(CSC1=NS(=O)(=O)c2ccccc21)Nc1ccccc1	-4	1.2	-4	-7	1.7	1	-3	-1.1	6%
O=C1CC(N2CCN(c3cccc(C(F)(F)F)c3)CC2)C(=O)N1c1ccccc1F (configuration not stated)	-7	-0.94	14	10	1.3	0.9	14	0.0094	0%
CC1(C)CC(=O)C(C=NCCN2CCN(CCc3ccccc3)CC2)=C(O)C1	.	.	8	-4	0.016	0.9	.	-0.55	3%
Cc1ccc2nc(Nc3ccc4[nH]c(=O)[nH]c4c3)c(-n3nc(C)cc3C)nc2c1	1	0.19	5	23	20*	.	-8	0.29	7%
COc1cc(NC(=O)c2ccc(COc3ccccc3Br)o2)cc(OC)c1OC	7	0.16	-27	56	-0.0061	0.9	-8	-0.24	3%
COc1ccc2c(c1)C1CC(C)(NC(=O)C1C(=O)c1ccccc1)O2 (configuration not stated)	6	.	-3	-3	.	0.9	18	.	9%
O=C(Cn1cnc2c(nnn2Cc2ccc(F)cc2)c1=O)N1CCN(c2ccccc2)CC1	-2	0.29	-9	6	-4	1	9	0.21	8%
COc1ccccc1Nc1nc(N)nc(CN(C)C2CCCCC2)n1	-5	-0.094	-5	9	0.17	1	8	-0.91	7%
COC(=O)c1c(C(=O)OC)c2n(c1C)Cc1ccccc1C2	1	0.22	-3	0	0.79	1	2	0.058	5%
CCCOc1ccc(C(=O)Nn2c(C)nc3ccccc3c2=O)cc1	-1	0.9	10	6	-0.56	0.9	-1	0.49	5%
CCOC(=O)c1c(NC(=O)CSc2nnc(CN3CCOCC3)n2C)sc2c1CCCC2	6	6*	-7	6	0.74	1	19	-2.5*	10%
COc1ccc(Nc2nc(N)nc(SCc3nnc(C)s3)n2)cc1	-1	5.7*	39	-3	-0.35	1	-7	-0.19	3%
O=C(N1CCCC1)N1CCN(c2ncnc3c(-c4ccc(Cl)cc4)nsc23)CC1	-1	0.061	8	4	0.023	0.9	-4	-0.046	9%
Cc1nnc(SCc2ccccc2Cl)n1CC1CCCO1 (configuration not stated)	0	-0.51	-7	-2	-1.5	1	1	0.69	9%
Cc1cc(C)c2nc3s/c(=C/c4ccc5c(c4)n(C)c(=O)n5C)c(=O)n3c2c1	-3	0.15	1	-14	0.046	0.9	0	0.56	5%
N#Cc1cc2c(=O)n3ccccc3nc2n(Cc2cccnc2)c1=O	-3	0.37	-2	-5	0.65	1	0	1.2	8%[fluoresces]
C=CCN(C(=O)CNC(=O)c1ccco1)C(C(=O)NC1CCCCC1)c1ccc(OC)cc1OC (configuration not stated)	-5	0.5	-3	-1	1.4	1	6	0.7	8%
CCOC(=O)c1c(C)[nH]c(C(=O)Cn2c(=O)c3c(ncn3CC)n(Cc3ccccc3)c2=O)c1C	-2	13*	7	16	-0.97	0.9	6	-0.85	1%
COC(=O)n1ccc(C(=O)Nc2ccccc2F)n1	0	-0.7	46	-19	0.5	0.8	-16	-0.0066	1%
CCOc1ncccc1C(=O)Nc1cccc(C(=O)Nc2cccc(S(=O)(=O)CCO)c2)c1	9	-2.4	43	4	10*	0.9	5	-0.58	14%
O=C(NC12CC3CC(CC(C3)C1)C2)c1cnccn1	2	-0.048	-12	5	-1.9	0.9	12	-0.033	5%
O=C(Nc1nnc(C2CCCC2)s1)C1CCC1	2	2.3	-6	6	0.078	0.9	-7	0.028	9%
Cc1cccc2cc(CN(CCCN3CCOCC3)Cc3nnnn3C(C)(C)C)c(=O)[nH]c12	0	-0.46	22	-16	0.14	1	12	-0.026	3%
CN(Cc1ccccc1)Cc1nc2c(c(=O)n(C)c(=O)n2C)n1Cc1ccc(Cl)cc1	-10	-0.64	16	51	-0.47	0.9	-2	-0.22	2%
Cc1ccc(Cn2ccc(NC(=O)c3cc(CC(C)C)on3)n2)cc1	-9	-0.25	14	72*	0.34	0.9	25	-0.6	7%
